# Source: PubChem (National Center for Advancing Translational Sciences (NCATS))
# AMA1-RON2 inh – AMA1-RON2 (P. falciparum) interaction inhibition | AlphaScreen AMA1-biotinylated RON2 peptide binding | Potency, µM (series often up to 58.2 µM), without a hit: top-dose activity change, negative = inhibition, most hits filed as inhibitors | actives 0.2% (n = 360,000);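 further: potency means the concentration at half of the fitted maximal effect; 0% = vehicle wells and -100% = peptide control; nearly all actives have a fitted effect of over 45% in size; some results filed as inactive show a strong effect at the top dose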
#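 AMA1 (3D7) with his tag at 25 nM final met compounds first, then biotinylated RON2 peptide at 25 nM; detection used donor plus acceptor beads, 10 µg/mL apiece, read by AlphaScreen after 30 min at room temperature.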
# AmpC inh detg – blocks E. coli AmpC beta-lactamase in detergent assay | AmpC hydrolysis of nitrocefin, absorbance 480 nm, 0.01% Triton | Potency, µM (doses to about 114 µM), for inactives: at the top dose activity change, negative = inhibition, actives largely listed as inhibitors | actives 0.041% (n = 370,000);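 further: potency means the concentration at half of the fitted maximal effect; 0% = no-compound wells and -100% = no-enzyme wells; nearly all actives have a fitted effect of over 25% in size; some results filed as inactive show a strong effect at the top dose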
# Target sequence (P00811 whole entry, looked up): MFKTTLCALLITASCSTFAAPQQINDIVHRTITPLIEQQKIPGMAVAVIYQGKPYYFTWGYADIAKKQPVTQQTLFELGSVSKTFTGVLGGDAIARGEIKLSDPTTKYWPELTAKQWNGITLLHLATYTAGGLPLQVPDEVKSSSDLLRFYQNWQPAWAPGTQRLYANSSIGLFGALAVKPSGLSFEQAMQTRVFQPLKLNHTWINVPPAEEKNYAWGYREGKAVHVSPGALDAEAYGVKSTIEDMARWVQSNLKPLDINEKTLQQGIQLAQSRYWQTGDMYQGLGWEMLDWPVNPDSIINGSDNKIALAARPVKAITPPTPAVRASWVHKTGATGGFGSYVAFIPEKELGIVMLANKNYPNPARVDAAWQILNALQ
#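 AmpC (5.3 nM in the dispensed reagent) in 20 mM phosphate pH 7.0 with 0.01% (detergent screen) or 0.0001% Triton X-100 was preincubated with compounds for 15 min at room temperature. Nitrocefin was then added from an 800 uM solution, and hydrolysis was followed at 480 nm.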
# HCV inh – inhibitors of hepatitis C virus infection | AID 651820 | actives 3.4% (n = 340,000) | Huh7.5.1 HCVcc-Cre infection, luciferase reporter, 44 h | Potency, µM (top dose mostly 41.8 µM), without a hit: at the highest dose activity change, negative = inhibition, hits mostly inhibitors; further: potency means the concentration at half of the fitted maximal effect
#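 Reporter virus HCVcc-Cre (~0.5 moi) infects cells exposed to compound; seeding density 1,000 cells/well with 4 h settling beforehand. Luminescence, 15 sec read, taken 44 h post-infection following a 15 min RT substrate incubation.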
# HCMV antiviral – human cytomegalovirus inhibition; HFF cells, HCMV-luciferase reporter, 72 h; stronger effect = lower value; activity change, negative = inhibition, % at 57.5 µM; actives 4.5% (n = 410,000); AID 1259415; in the data active means activity change below about -60%; inconclusive means no clear call, values can overlap the other calls; inactive means above about -39%
#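 Cell-based, HFFs, 1000 cells/well, 16 h 37C; cpds in DMSO + HCMV-luc, MOI 1 PFU/cell; 72 h 37C; OneGlo luminescence after 5 min RT; norm. to buffer vs Salinomycin 10uM.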
# Sm TGR inh – blocks Schistosoma mansoni thioredoxin glutathione reductase | purified TGR, DTNB reduction, TNB absorbance 405 nm | Potency, µM (titrated, usually from 114 µM), without a hit: at the top dose activity change, negative = inhibition, usual class: inhibitors | actives 3% (n = 360,000) | AID 485364; further: potency means the concentration at half of the fitted maximal effect; nearly all actives have a fitted effect of over 60% in size
#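 TGR 20 nM + NADPH 100 uM (dispensed conc.), cpd preinc 15 min RT; start with NADPH (500 uM addition) then DTNB (15 mM addition). Kinetic TNB absorbance, 405 nm filter. Four-parameter Hill fit across titration.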
# FBPA Giardia inh – inhibitors of Giardia lamblia fructose-1,6-bisphosphate aldolase; actives 0.71% (n = 290,000); purified Giardia FBPA; A8B2U2; Potency, µM (doses to about 59.6 µM), without a hit: at the highest dose activity, negative = inhibition, usual class: inhibitors; further: potency means the concentration at half of the fitted maximal effect; nearly all actives have a fitted effect of over 55% in size
# Target sequence (A8B2U2 whole entry, looked up): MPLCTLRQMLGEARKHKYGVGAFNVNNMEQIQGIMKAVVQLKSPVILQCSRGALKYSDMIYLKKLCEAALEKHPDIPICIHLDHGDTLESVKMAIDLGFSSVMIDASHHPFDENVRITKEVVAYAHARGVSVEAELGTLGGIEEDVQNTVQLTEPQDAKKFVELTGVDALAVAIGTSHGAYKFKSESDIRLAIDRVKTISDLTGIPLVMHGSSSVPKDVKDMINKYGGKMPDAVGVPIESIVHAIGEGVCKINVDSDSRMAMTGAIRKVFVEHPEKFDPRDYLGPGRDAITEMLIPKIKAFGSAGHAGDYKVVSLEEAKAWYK
#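 40 nM FBPA preincubated 10 min at RT with compound (up to 57.5 uM final), then substrate plus GAPDH/TPI/NAD/arsenate coupling and diaphorase/resazurin added. Fluorescence read after 20 min at RT, 525/598 nm.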
# Numbers without * were called inactive; ? = inconclusive; nt = no result given; & = joins results of further samples; [ ] = dose if it differs, or a comment. Unless noted, the call rests on the fitted dose curve; in most records, active means well fitted curve in the direction sought with a large enough effect; inconclusive means small, poorly fitted or top-dose-only effect, or another doubt; inactive means no such curve, though single readings can be large; an effect the other way counts as inactive or inconclusive. Unless noted, on the % scale 0 is the no-effect control and ±100 the full control effect.
1) Cc1c(NC(=O)COC(=O)Cc2ccc(Cl)cc2)c(=O)n(-c2ccccc2)n1C
2) CCN(CC)S(=O)(=O)c1cc(C(=O)Oc2cccc(-c3cnc4ccccc4n3)c2)ccc1Br
3) O=C1c2ccccc2C(Nc2ccc(F)c(Cl)c2)N1Cc1ccco1 (stereo not given)
4) O=C(c1ccc(F)cc1F)C1CCN(c2ccc([N+](=O)[O-])cn2)CC1
5) COc1ccc(NC(=O)CSc2c(C)n[nH]c2C)cc1
6) COc1ccc(C(=O)n2nc(-c3ccccc3)nc2SC)cc1

Compound,1,2,3,4,5,6
HCMV antiviral,-9,176,-36,-77*,-1,-19
FBPA Giardia inh,-2%,-2%,-16%,-12%,1%,4%
HCV inh,?,2%,?,4.5µM*,5%,?
AmpC inh detg,-12%,-3%,?,-4%,1%,-14%
AMA1-RON2 inh,37%[activator],1%,0%,0%,13%,-2%
Sm TGR inh,-9%,6%,13µM*,-2%,4%,-15%

7) O=C(CNC(=O)Cc1ccccc1)NCC(=O)OCC(=O)c1ccccc1Cl
8) NNc1nc2c(F)cc(F)cc2s1
9) Cc1cccc(NC(=O)CSc2cn(CC(=O)N3CCCC3)c3ccccc23)c1C
10) O=C(COC(=O)CNC(=O)c1ccco1)NCCN1C(=O)CSC1=O
11) CCCCOC(=O)Nc1cc(C(=O)OC)ccc1C(=O)OC
12) COc1ccc(-n2nc3c(c2NC(=O)COc2ccccc2)CS(=O)(=O)C3)cc1

Compound,7,8,9,10,11,12
HCMV antiviral,-15,56,-1,-62*,nt,6
FBPA Giardia inh,4%,-10%,nt,1%,-8%,-3%
HCV inh,4%,-10%,nt,-4%,?,8%
AmpC inh detg,-1%,-15%,-4%,-13%,0%,-8%
AMA1-RON2 inh,-1%,-13%,nt,13%,40%[activator],-1%
Sm TGR inh,9%,-12%,-3%,2%,4%,-7%

# One compound at a time, from the list above. Order of values: HCMV antiviral, FBPA Giardia inh, HCV inh, AmpC inh detg, AMA1-RON2 inh, Sm TGR inh
# CCCCOC(=O)Nc1cc(C(=O)OC)ccc1C(=O)OC across the screens: nt, -8%, ?, 0%, 40%[activator], 4%
# NNc1nc2c(F)cc(F)cc2s1 across the screens: 56, -10%, -10%, -15%, -13%, -12%
# COc1ccc(-n2nc3c(c2NC(=O)COc2ccccc2)CS(=O)(=O)C3)cc1 across the screens: 6, -3%, 8%, -8%, -1%, -7%
# O=C(COC(=O)CNC(=O)c1ccco1)NCCN1C(=O)CSC1=O across the screens: -62*, 1%, -4%, -13%, 13%, 2%

# (listing goes on)
13) O=C(O)CC(c1ccc(Cl)cc1)n1cccc1 (stereo not given)
14) COc1cccc(NC(=O)COC(=O)c2ccccc2SCC(=O)N2CCCC2)c1
15) CC1CCCC(NC(=O)c2ccc(CNc3c(N4CCCC4)c(=O)c3=O)cc2)C1C (stereo not given)
16) Cc1cc(OCC(=O)N2CCC(C(=O)O)CC2)c2c3c(c(=O)oc2c1)CCC3
17) COc1ccc(C2C(C(C)=O)=C(O)C(=O)N2c2nccs2)cc1OC (stereo not given)
18) Cc1c(F)cccc1NC(=O)CSCC(=O)Nc1ccccc1

Compound,13,14,15,16,17,18
HCMV antiviral,6,-9,?,6,-19,13
FBPA Giardia inh,8%,nt,-7%,9%,-4%,1%
HCV inh,9%,0%,-1%,5%,43%[activator],25%
AmpC inh detg,-11%,-4%,?,?,-1%,-9%
AMA1-RON2 inh,-6%,-28%,-2%,4%,1%,5%
Sm TGR inh,-19%,1%,-5%,4%,-8%,0%

19) Cc1nc2nc(N)nc(OCc3ccccc3)c2nc1C
20) COc1cc(NC(=S)NCc2cccnc2)c(OC)cc1Cl
21) COC(=O)C1=CN(Cc2cccs2)C=C(C(=O)OC)C1c1cccc(O)c1
22) COc1cccc(NC(=O)c2oc3ccccc3c2NC(=O)c2ccc(F)c(F)c2)c1
23) COc1cccc(CNC(=O)C(Cc2ccccc2)NS(=O)(=O)c2ccc3c(c2)oc(=O)n3C)c1 (stereo not given)
24) CN1CCN(C(=O)c2cnn(-c3ccccc3)c2C2CCN(C(=O)OC(C)(C)C)CC2)CC1

Compound,19,20,21,22,23,24
HCMV antiviral,?,?,-17,-7,6,0
FBPA Giardia inh,nt,6%,-3%,nt,nt,nt
HCV inh,6%,-24%,3%,nt,nt,nt
AmpC inh detg,nt,-14%,6%,19%,-2%,-1%
AMA1-RON2 inh,4%,15%,16%,nt,nt,nt
Sm TGR inh,nt,?,-13%,-2%,-4%,-7%

25) CCOC(=O)c1c(O)c2cc(Cl)ccc2n(CC)c1=O
26) COc1cccc(-c2nnc(SCC(=O)NC3CCS(=O)(=O)C3)n2C)c1 (stereo not given)
27) CC(C)n1cc(C(=O)N(CC(=O)NC2CCCC2)Cc2ccccc2)cn1
28) COCC(=O)Nc1cccc(Br)c1
29) O=C(CSc1nnc(C2CC2)n1Cc1ccccc1)NCc1ccccc1
30) O=c1cc(N2CCCCC2)c(-c2ccccc2)nn1Cc1ccc(F)cc1

Compound,25,26,27,28,29,30
HCMV antiviral,-8,-13,-14,4,-5,?
FBPA Giardia inh,-26%,nt,2%,4%,4%,0%
HCV inh,-6%,1%,27%,1%,9%,?
AmpC inh detg,5%,4%,-19%,-12%,-1%,0%
AMA1-RON2 inh,1%,2%[11.6 µM],-6%,1%,-1%,-4%
Sm TGR inh,6%,-7%,5%,-6%,35%,-4%

31) Cc1nn(C2CCCO2)c(=O)nc1N (stereo not given)
32) COc1ccccc1CNC(=O)CN1CCC(n2cnc3cc(F)ccc32)CC1
33) Cn1c(SCCSc2nnc(-c3ccccc3)n2C)nnc1-c1ccccc1
34) Cc1ccccc1N(C)C(=O)c1coc(=O)c2ccccc12
35) O=C(Nc1nnc(CCN2CCOCC2)s1)c1ccccc1
36) O=C(NN1CCOCC1)c1ccc(Cl)cc1

Compound,31,32,33,34,35,36
HCMV antiviral,?,52,nt,-3,138,?
FBPA Giardia inh,2%,3%,5%,7%,0%,5%
HCV inh,nt,3%,nt,7%,15%,7%
AmpC inh detg,-6%,?,?,4%,?,0%
AMA1-RON2 inh,nt,0%,nt,-15%,9%,-5%
Sm TGR inh,5%,-14%,0%,1%,3%,-1%

37) Cn1cc(/C=N/NC(N)=S)c2ccccc21
38) COc1ccc(N2CCN(C(=O)Nc3ccccc3C)CC2)cc1
39) CCC1CC2(C)NC(=O)c3c(sc4c3CC(C)(C)OC4)N2C1=O (stereo not given)
40) O=C(Nc1ccc(NC(=O)c2ccc([N+](=O)[O-])cc2[N+](=O)[O-])cc1)c1ccco1
41) C=CCNc1nnnc2c1sc1nc(N3CCOCC3)c3c(c12)CCCC3
42) CCOc1ccccc1NS(=O)(=O)c1ccc2[nH]c(=O)ccc2c1

Compound,37,38,39,40,41,42
HCMV antiviral,56,-32,-1,-31,0,30
FBPA Giardia inh,?,-1%,0%,6%,2%,17%
HCV inh,12%,13%,4%,?,?,4%
AmpC inh detg,-7%,-9%,-1%,-7%,3%,-1%
AMA1-RON2 inh,79%[activator],-4%,6%,?,0%,0%
Sm TGR inh,5%,5%,-24%,3%,-1%,-7%

# Quoted at random: three records from the list
37) Cn1cc(/C=N/NC(N)=S)c2ccccc21
42) CCOc1ccccc1NS(=O)(=O)c1ccc2[nH]c(=O)ccc2c1
41) C=CCNc1nnnc2c1sc1nc(N3CCOCC3)c3c(c12)CCCC3

Compound,37,42,41
HCMV antiviral,56,30,0
FBPA Giardia inh,?,17%,2%
HCV inh,12%,4%,?
AmpC inh detg,-7%,-1%,3%
AMA1-RON2 inh,79%[activator],0%,0%
Sm TGR inh,5%,-7%,-1%

# Continued.
43) CCCCN(C)C(=O)c1nc2ccccn2c1CN1CCC[C@H]1C(=O)OC
44) O=C(NCCc1ccc(F)cc1)N[C@@H](Cc1ccccc1)C(=O)O
45) CCN(CC)CCn1c2c(c(SCC(=O)Nc3ccccc3Cl)nc1=O)CCC2
46) CSc1cccc(NC(=O)OC2CCCCCCCCCCC2)c1
47) C/C(=N\NC(=O)c1ccncc1)c1cccc(NC(=O)c2ccc(C(C)(C)C)cc2)c1
48) CCN(CC(=O)Nc1c(F)cccc1F)C(=O)CSc1ccccc1

Compound,43,44,45,46,47,48
HCMV antiviral,0,12,-3,-38,64,-28
FBPA Giardia inh,0%,-3%,nt,1%,nt,nt
HCV inh,22%,2%,2%,-4%,10µM*,?
AmpC inh detg,0%,?,?,6%,-10%,0%
AMA1-RON2 inh,28%,-13%,5%,7%,73%[activator],10%
Sm TGR inh,5%,-11%,1%,5%,-4%,0%

49) COc1cc(CCCN2CCNC[C@@H]2Cc2ccccc2)cc(OC)c1OC
50) COC(=O)c1ccc(C23CC4(C2)[C@H](CN(Cc2ccc(-c5ccccc5)cc2)[C@@H]4c2ccccc2)C3c2ccccc2)cc1 (stereo not given in full)
51) Cc1cccc(C)c1NC(=O)c1ccc(-c2ccc(Cl)cc2Cl)o1
52) CCNC(=S)N(CCc1c(C)[nH]c2ccc(C)cc12)Cc1cccs1
53) Oc1ccccc1-c1nnc(COc2ccccc2)o1
54) CCc1nc(SCC(=O)Nc2ccc(N(C)C)cc2)n[nH]1

Compound,49,50,51,52,53,54
HCMV antiviral,-7,25,-72*,0,37,19
FBPA Giardia inh,nt,4%&4%,-11%,-11%,0%,nt
HCV inh,-13%,15%,?,?,0%,2%
AmpC inh detg,?,-6%,-10%,-3%,?,2%
AMA1-RON2 inh,4%,0%,6%,-10%,19%,-4%
Sm TGR inh,-29%,-33%,-12%,27%,3%,2%

55) ON1C(c2ccc(Cl)cc2Cl)N(O)[C@H]2CCCC[C@H]21 (stereo not given in full)
56) Cc1csc2c(=O)n3c(nc12)CCCCC3
57) CNC[C@H]1Oc2ccc(NC(=O)C3CCCCC3)cc2CC(=O)N([C@H](C)CO)C[C@@H]1C
58) CC(C)COC(=O)c1ccc(N2C(=O)c3ccccc3C2=O)cc1
59) CCO[C@H]1OC(C(=O)N2CCN(C)CC2)=C[C@@H](c2ccc3c(c2)OCO3)[C@@H]1CCCO
60) CC(=O)c1cc(CN2CCN(C3CCCCC3)C(CCO)C2)cs1 (stereo not given)
61) CN(C(=O)Cn1cc(S(=O)(=O)Cc2ccccc2Cl)c2ccccc21)c1ccccc1

Compound,55,56,57,58,59,60,61
HCMV antiviral,-8,-12,-34,-12,?,-22,0
FBPA Giardia inh,-8%,11%,nt,-3%,2%,-2%,nt
HCV inh,-17%,-6%,7%,-3%,22%,-14%,nt
AmpC inh detg,-7%,?,nt,?,4%,8%,16%
AMA1-RON2 inh,?,-2%,17%,3%,6%,2%,nt
Sm TGR inh,0%,2%,nt,-3%,-9%,-3%,7%
